Screens from PubChem.
hIAP activ – human IAP activation. P09923. purified human IAP, CDP-Star luminescence, 30 min; active compounds read high; 1 = vehicle-only enzyme, 0 = enzyme-free background. activation factor at 10 µM. hit rate 0.16% among 330,000. AID 2524;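 active = activation factor of the enzyme at least 2-fold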; note: the source names both 10 and 20 µM as test concentration; values of inactives mirror those of a sister screen read the other way
Target sequence (P09923 whole entry, looked up): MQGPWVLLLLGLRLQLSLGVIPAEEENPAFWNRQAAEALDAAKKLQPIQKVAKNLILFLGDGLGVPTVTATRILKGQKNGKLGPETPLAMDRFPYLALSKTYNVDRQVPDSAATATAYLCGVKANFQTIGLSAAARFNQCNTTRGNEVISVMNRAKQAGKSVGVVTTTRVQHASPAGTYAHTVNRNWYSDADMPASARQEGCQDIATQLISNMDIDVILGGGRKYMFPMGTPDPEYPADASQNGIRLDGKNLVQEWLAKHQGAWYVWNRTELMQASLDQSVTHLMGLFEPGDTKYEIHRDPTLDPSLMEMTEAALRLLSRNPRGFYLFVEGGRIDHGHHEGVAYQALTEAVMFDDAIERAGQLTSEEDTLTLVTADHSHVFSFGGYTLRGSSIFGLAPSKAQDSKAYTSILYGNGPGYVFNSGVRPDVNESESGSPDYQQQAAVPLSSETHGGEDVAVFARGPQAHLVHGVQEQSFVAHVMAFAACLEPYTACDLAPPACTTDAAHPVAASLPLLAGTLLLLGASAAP
SENP1 FRET inh – SENP1 (human) catalytic domain inhibition. recombinant SENP1 catalytic domain, CyPet-SUMO1-YPet FRET cleavage. inhibition, % at 10 µM. hit rate 0.21% among 360,000. AID 624204;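 active = inhibition at least 30% at 10 µM, raw YFP signal under a set limit, fluorescence ratio 0.5 to 1.5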;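 note: 0% = enzyme with DMSO and 100% = no enzyme wells; some results filed as inactive read as strong as hits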
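system = hSENP1 catalytic domain, recombinant | reagent = SFCypet-SUMO1-SFYpet substrate at 25 nM | doses = one dose per compound, 10 µM, 0.5% DMSO | incubation = enzyme reaction for 50 min at room temperature, dark | measured by = FRET, CFP and YFP emission | controls = no-enzyme low, enzyme-DMSO high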
beta cell repl – induces beta-cell replication in MIN6 cells | MIN6 cells proliferation, ATPlite luminescence, 48 h; cells starved in 0.2% serum; 100% = growth in 10% serum | proliferation, % at 10 µM | hit rate 0.29% among 330,000 | AID 2380;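 active = compounds whose signal lies at least 3.5 SD above the mean of all wells on their plate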;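 note: 0% = DMSO-treated cells in low-serum medium and 100% = 10% serum control; some compounds called inactive have numbers as strong as hits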
mIAP block – blocks mouse intestinal alkaline phosphatase. purified mouse IAP, CDP-Star luminescence, 30 min. inhibition, % at 10 µM. hit rate 0.2% among 330,000;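 active = inhibition of at least 40% at 10 µM in the primary screen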;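 note: plate controls were DMSO with enzyme for no effect and no enzyme wells for full effect; values of inactives mirror those of a sister screen read the other way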
hIAP block – human IAP inhibition | hit rate 0.12% among 330,000 | AID 2544 | purified IAP, CDP-Star luminescence, 30 min | P09923 | inhibition, % at 10 µM;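 active = inhibition reaching a set limit with compound at 10 µM in the primary screen, cut at about 35% in these data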;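 note: plate controls were DMSO wells with enzyme for no effect and no-enzyme buffer wells for full effect; values of inactives mirror those of a sister screen read the other way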
NLRP3 yeast inh – blocks the NALP3 inflammasome reconstituted in yeast; Yeast reconstituted NLRP3/ASC/caspase-1, beta-gal luminescence, 24 h; inhibition, % at 10 µM; hit rate 0.39% among 330,000;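 active = inhibition of 50% or more; inactive = inhibition below 50%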;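 note: plate controls were induced DMSO wells for no effect and uninduced yeast grown without galactose for full effect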
mIAP act – increases mouse intestinal alkaline phosphatase activity | muIAP, CDP-Star luminescence, 30 min; active compounds read high; 1 = vehicle-only enzyme signal, 0 = enzyme-free wells | activation factor at 10 µM | hit rate 0.24% among 330,000 | AID 2805;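 active = activation factor of at least 2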; note: the source names both 10 and 20 µM as test concentration; values of inactives mirror those of a sister screen read the other way
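Assay system: mouse IAP enzyme; Reagent: CDP-Star chemiluminescent phosphatase substrate; Compound: DMSO-dissolved test compounds; Incubation: 30 min, room temperature; Technique: luminescence from enzymatic CDP-Star hydrolysis; Controls: DMSO-only wells and no-enzyme negative control.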
A3G deaminase – inhibitors of human APOBEC3G DNA deaminase. recombinant A3G, ssDNA deamination FAM/TAMRA fluorescence. inhibition, % at 20 µM. hit rate 0.28% among 330,000;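 active = inhibition of at least 40% at 20 µM, with no more than 30% in the related APOBEC3A deaminase screen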;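 note: plate controls were DMSO wells with A3G for no effect and wells lacking A3G enzyme for full effect; some compounds called inactive have numbers as strong as hits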
Target sequence (Q9HC16 whole entry, looked up): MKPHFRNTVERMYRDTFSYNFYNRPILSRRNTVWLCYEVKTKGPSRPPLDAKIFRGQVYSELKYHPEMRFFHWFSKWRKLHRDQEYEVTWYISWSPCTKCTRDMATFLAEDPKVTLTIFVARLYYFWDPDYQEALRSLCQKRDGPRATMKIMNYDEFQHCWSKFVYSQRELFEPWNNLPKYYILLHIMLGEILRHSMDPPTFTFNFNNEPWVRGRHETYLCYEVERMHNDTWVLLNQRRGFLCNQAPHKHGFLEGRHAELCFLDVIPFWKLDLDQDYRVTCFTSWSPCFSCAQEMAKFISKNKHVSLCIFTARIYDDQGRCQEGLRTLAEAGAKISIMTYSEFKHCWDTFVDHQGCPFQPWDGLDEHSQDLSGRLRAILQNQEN
APOBEC3A inh – human APOBEC3A DNA deaminase inhibition; P31941; recombinant A3A, FAM/TAMRA ssDNA deamination fluorescence; inhibition, % at 20 µM; hit rate 0.41% among 330,000; AID 493011;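 active = at least 40% inhibition at 20 µM here, with at most 30% in a related deaminase screen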;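 note: plate controls were A3A with DMSO for no effect and wells lacking A3A enzyme for full effect; some results filed as inactive read as strong as hits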
An asterisk follows results filed as active; x = not tested or not shown. This is a subset; the hit share may differ from the screen's.

1. CN(Cc1cccs1)C(=O)CCCc1c[nH]c2ccccc12
2. Cc1cc(NC(=O)Cn2c(=O)oc3ccc(Cl)cc32)no1
3. S=C(Nc1ccc2nc(-c3ccccn3)c(-c3ccccn3)nc2c1)N1CCCCCC1
4. CS(=O)(=O)c1nc(S(=O)(=O)c2ccc(Cl)cc2)c(NCCCn2ccnc2)s1
5. Cc1c(OCC(=O)NCc2cccnc2)ccc2c3c(c(=O)oc12)CCCC3

Assay by compound	1	2	3	4	5
hIAP activ	0.96	1.2	1.1	1.2	0.95
SENP1 FRET inh	1	-1	-24	2	-2
beta cell repl	3	-1	-4	2	-1
mIAP block	5	4	3	-6	4
hIAP block	4	-23	-11	-17	5
NLRP3 yeast inh	11	1	8	1	9
mIAP act	0.95	0.96	0.97	1.1	0.96
A3G deaminase	9	-8	-6	-6	2
APOBEC3A inh	-1	-4	-7	-5	1

6. O=C(CN1CCN(S(=O)(=O)c2ccc(Cl)s2)CC1)N1CCCCC1
7. Cn1c(=O)c2c(nc(SCc3cccnc3)n2Cc2ccccc2)n(C)c1=O
8. O=C(CSc1nnnn1-c1cccc(Cl)c1)Nc1ccc2c(c1)CCC2
9. CN(C)c1nc(N(C)C)nc(N(C#N)CN2C(=O)c3ccccc3C2=O)n1
10. CCOC(=O)Cn1c(COc2ccccc2OC)[n+](C)c2ccccc21

Assay by compound	6	7	8	9	10
hIAP activ	1.2	0.97	1	1	0.83
SENP1 FRET inh	0	1	x	x	2
beta cell repl	-1	-1	-3	-5	1
mIAP block	-1	-4	-7	-4	11
hIAP block	-18	3	-1	0	17
NLRP3 yeast inh	21	3	-31	2	22
mIAP act	1	1	1.1	1	0.89
A3G deaminase	-6	-7	-4	-5	-8
APOBEC3A inh	1	-4	-1	2	-5

11. CCOC(=O)c1[nH]cnc1C(=O)Nc1ccccn1
12. COc1cc(Cl)c(C)cc1NC(=O)c1ccc2c(SCC(=O)O)c3c(nc2c1)CCCC3
13. Cc1cc(C)cc(NC(=O)C(=O)NCC2CCCN2S(=O)(=O)c2cccs2)c1 (stereo not given)
14. COc1ccccc1NS(=O)(=O)c1cccc(NC(=O)NC2CCCCC2)c1
15. Cc1cc(C(=O)CSc2ccccc2)cc(C)c1O

Assay by compound	11	12	13	14	15
hIAP activ	1.1	0.83	0.9	1	1.1
SENP1 FRET inh	1	-1	-7	1	-1
beta cell repl	-3	-1	0	-1	-1
mIAP block	12	-2	2	-49	-2
hIAP block	-7	17	10	-4	-9
NLRP3 yeast inh	9	11	16	-3	26
mIAP act	0.88	1	0.98	1.5	1
A3G deaminase	-1	-8	-3	-7	-6
APOBEC3A inh	-2	-2	0	-6	-4

16. Cc1cccc(NC(=O)c2c(C)nn(-c3ccccc3)c2Cl)c1
17. COc1ccc(Cl)cc1C(=O)NNC(=O)c1cccc([N+](=O)[O-])c1
18. O=C(NCc1nnc2c(C(F)(F)F)cc(Cl)cn12)c1cccs1
19. C[C@H](CO)N1C[C@H](C)[C@@H](CN(C)Cc2ccc(C(=O)O)cc2)Oc2ccc(NS(C)(=O)=O)cc2C1=O
20. BrC(=C\c1ccccc1)/C=N/N1CCN(c2ccccn2)CC1

Assay by compound	16	17	18	19	20
hIAP activ	1.1	1	0.94	1	1.1
SENP1 FRET inh	2	5	-4	0	0
beta cell repl	-2	-1	3	-3	-4
mIAP block	-6	12	4	6	6
hIAP block	-8	0	6	-1	-9
NLRP3 yeast inh	15	9	5	5	34
mIAP act	1.1	0.88	0.96	0.94	0.94
A3G deaminase	-3	0	0	-9	-6
APOBEC3A inh	1	6	-2	0	-1

Grouped by structure, those above with an NH in an aromatic ring.
1. CN(Cc1cccs1)C(=O)CCCc1c[nH]c2ccccc12
11. CCOC(=O)c1[nH]cnc1C(=O)Nc1ccccn1

Assay by compound	1	11
hIAP activ	0.96	1.1
SENP1 FRET inh	1	1
beta cell repl	3	-3
mIAP block	5	12
hIAP block	4	-7
NLRP3 yeast inh	11	9
mIAP act	0.95	0.88
A3G deaminase	9	-1
APOBEC3A inh	-1	-2

New compounds follow
21. CN(CC(=O)Nc1ccc(F)cc1)C(=O)CSc1ccc2c(c1)OCCO2
22. COc1ccc(-c2cc(C(=O)OCC(=O)N(C)C3CCS(=O)(=O)C3)c3ccccc3n2)cc1OC (stereo not given)
23. CC(=O)N/N=C/C1=CCC2CC1C2(C)C (stereo not given)
24. O=C(Nc1ccc(F)cc1)C1CC(=O)N(Cc2ccco2)C1 (stereo not given)
25. COc1ccccc1N1CCN(Cc2cc3c(cc2O)OCO3)CC1

Assay by compound	21	22	23	24	25
hIAP activ	0.94	1.1	1.1	0.96	1
SENP1 FRET inh	-1	-10	1	-1	0
beta cell repl	5	-1	-1	2	2
mIAP block	-10	-7	-3	4	12
hIAP block	6	-5	-8	4	0
NLRP3 yeast inh	13	-7	1	-1	11
mIAP act	1.1	1.1	1	0.96	0.88
A3G deaminase	2	-1	-5	-3	-3
APOBEC3A inh	2	0	0	-2	-4

26. CC(C(=O)Nc1ccccn1)c1ccccc1 (stereo not given)
27. CCOC(=O)NCc1ccc(S(=O)(=O)Nc2ccc(C)cc2)cc1
28. Cc1nc2sc(-c3ccccc3)cc2c(=O)[nH]1
29. CCn1nc(C)c(CNCc2cn[nH]c2-c2cc3ccccc3o2)c1C
30. CC(=O)c1ccc(NC(=O)C(C)OC(=O)C(C)Oc2cccc(C)c2)cc1 (stereo not given)

Assay by compound	26	27	28	29	30
hIAP activ	0.98	0.85	0.97	1.2	0.91
SENP1 FRET inh	2	-3	-23	3	1
beta cell repl	-3	-3	-4	-4	0
mIAP block	-3	5	5	2	4
hIAP block	2	15	3	-15	9
NLRP3 yeast inh	17	9	27	-1	8
mIAP act	1	0.95	0.95	0.98	0.96
A3G deaminase	-4	-4	-5	-5	5
APOBEC3A inh	-4	-4	-2	6	3

31. N#C/C(=C/c1ccc(F)cc1)C(N)=S
32. COc1ccc(S(=O)(=O)NCc2cc(-c3ccccc3Cl)no2)cc1
33. O=C(NC(=S)NCc1ccccc1)c1ccccc1F
34. CSc1cnn(-c2ccccc2)c(=O)c1SC
35. CCOc1ccc(-n2ccnc2SCC(=O)N2CCCc3ccccc32)cc1

Assay by compound	31	32	33	34	35
hIAP activ	1.1	1	0.92	0.87	2
SENP1 FRET inh	-1	2	2	3	2
beta cell repl	0	2	-3	1	0
mIAP block	15	-2	-1	11	-8
hIAP block	-14	-2	8	13	-98
NLRP3 yeast inh	23	10	-4	-15	-1
mIAP act	0.85	1	1	0.89	1.1
A3G deaminase	12	-2	-6	-4	-10
APOBEC3A inh	2	-2	-2	2	-4

36. CC(=O)OC(C)=O
37. COc1cc(/C=C2/N=C(C3CCCCC3)OC2=O)cc(OC)c1OC
38. Cc1ccc(OCC(=O)n2nc(C)cc2C)c(Br)c1
39. O=C(Nc1cccnc1)/C(N=Nc1c(Cl)cccc1Cl)=C(\O)c1ccccc1
40. CCc1nnc(NC(=O)Cc2ccc(OC)c(OC)c2)s1

Assay by compound	36	37	38	39	40
hIAP activ	0.81	1.2	1.2	0.88	0.93
SENP1 FRET inh	1	-1	5	2	-1
beta cell repl	5	-1	0	-1	-2
mIAP block	7	5	0	12	0
hIAP block	19	-19	-18	12	7
NLRP3 yeast inh	6	15	13	4	20
mIAP act	0.93	0.95	1	0.88	1
A3G deaminase	-11	-6	1	-6	-16
APOBEC3A inh	-5	-2	3	-4	-3

41. CCn1nc(C)c(/C=N/NC(=O)c2c[nH]c3ccccc23)c1C
42. CC(C)NC(=O)C(=O)NCCCOC(C)C
43. O=[N+]([O-])CC1(n2nc3ccccc3n2)CCCCC1
44. Cc1ccc(/C(O)=C2/C(=O)C(=O)N(c3ccccn3)C2c2cccc([N+](=O)[O-])c2)cc1 (stereo not given)
45. CC1CCc2c(sc3nc(SCC(=O)NCc4ccco4)nc(N)c23)C1 (stereo not given)

Assay by compound	41	42	43	44	45
hIAP activ	1	1.1	1.1	0.95	1.1
SENP1 FRET inh	1	1	3	4	-3
beta cell repl	0	0	-2	2	-2
mIAP block	0	5	0	6	1
hIAP block	0	-9	-11	5	-11
NLRP3 yeast inh	6	-6	9	8	0
mIAP act	1	0.95	1	0.94	0.99
A3G deaminase	-5	-2	12	-6	-8
APOBEC3A inh	4	-1	2	-3	-1

A section taken from the entries so far, as a working copy:
44. Cc1ccc(/C(O)=C2/C(=O)C(=O)N(c3ccccn3)C2c2cccc([N+](=O)[O-])c2)cc1 (stereo not given)
45. CC1CCc2c(sc3nc(SCC(=O)NCc4ccco4)nc(N)c23)C1 (stereo not given)

Assay by compound	44	45
hIAP activ	0.95	1.1
SENP1 FRET inh	4	-3
beta cell repl	2	-2
mIAP block	6	1
hIAP block	5	-11
NLRP3 yeast inh	8	0
mIAP act	0.94	0.99
A3G deaminase	-6	-8
APOBEC3A inh	-3	-1

The results go on.
46. O=C(NC1CCCCC1)C(c1cc2c(cc1[N+](=O)[O-])OCO2)N1CCCCC1 (stereo not given)
47. Cc1c(C(=O)OCc2ccccc2)[nH]c2c1C(=O)CC(c1ccco1)C2 (stereo not given)
48. Cc1c(NC(=O)c2ccc3c(c2)OCO3)cccc1-c1nc2ccccc2s1
49. O=C(Nc1ccc(S(=O)(=O)N2CCCC2)cc1)Nc1ccc(F)cc1F
50. O=C(O)CCCC(=O)Nc1ccc(C(=O)N2CCCCC2)cc1

Assay by compound	46	47	48	49	50
hIAP activ	0.86	0.92	1.8	1	0.83
SENP1 FRET inh	x	-12	2	2	-1
beta cell repl	1	-6	-1	-1	-3
mIAP block	4	5	-11	-44	11
hIAP block	14	8	-76	-2	17
NLRP3 yeast inh	7	21	-6	7	13
mIAP act	0.96	0.95	1.1	1.4	0.89
A3G deaminase	-1	12	-4	-5	-8
APOBEC3A inh	2	38	-5	-4	-5

51. C=CCOc1c(/C=N\NC(N)=O)cccc1OC
52. Cn1nnc2cc(C(=O)Nc3ccc(Cl)cc3)ccc21
53. CCc1nc2n[nH]c(N)c2c2c1CSC(C)(C)C2
54. CN(Cc1cccnc1)Cc1cn(Cc2ccccc2)nc1-c1ccc2c(c1)OCO2
55. CCCCCC(=O)Nc1ccc(-c2csc(C)n2)cc1

Assay by compound	51	52	53	54	55
hIAP activ	1.4	1	1.1	0.96	1.3
SENP1 FRET inh	1	2	2	0	0
beta cell repl	-1	-1	2	-4	-2
mIAP block	-4	9	6	-2	-16
hIAP block	-36	-4	-6	4	-31
NLRP3 yeast inh	19	8	-2	12	-34
mIAP act	1	0.91	0.94	1	1.2
A3G deaminase	0	-8	0	0	-4
APOBEC3A inh	1	-3	0	0	3
